LGR2 antag = blocks bursicon-induced cAMP signaling via Drosophila LGR2; HEK293 LGR2, CRE-luciferase, bursicon-stimulated, 4 h; inhibition, % at 9.99 µM; 380,000 compounds, 0.35% hits; AID 720647;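 active means drop in luminescence signal, shown as inhibition above about 50% in the replicate tests, limit read from the data, passing the limit was not always enough; inconclusive means probably only some replicates passing the limit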;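 further: agonist challenge used bursicon conditioned medium at about half maximal strength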
CASP6 VEID inh = inhibitors of human caspase-6 | 350,000 compounds, 0.53% hits | purified caspase-6, Z-VEID-R110 cleavage fluorescence | inhibition, % at 12.5 µM | AID 686996;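 active means mean inhibition across replicates at least about 35%, with every replicate also reaching that limit, limit read from the data; inconclusive means only one of the two criteria met; inactive means neither criterion met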;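 further: 0% = median of neutral control wells and 100% = no fluorescence left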
Target sequence (P55212 24-179 limits assumed): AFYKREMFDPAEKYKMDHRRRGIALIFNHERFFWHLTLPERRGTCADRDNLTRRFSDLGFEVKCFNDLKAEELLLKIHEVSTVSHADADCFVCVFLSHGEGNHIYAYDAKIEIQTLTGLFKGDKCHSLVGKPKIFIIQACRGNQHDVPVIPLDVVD
Target sequence (P55212 194-293 limits assumed): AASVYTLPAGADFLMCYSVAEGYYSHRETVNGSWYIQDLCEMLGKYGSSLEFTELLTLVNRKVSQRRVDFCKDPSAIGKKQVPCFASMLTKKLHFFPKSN
PAX8 reporter = lowers PAX8-driven luciferase in RMG-I cells | RMG-I TPO-luciferase reporter, SteadyGlo, 24 h | inhibition, % at 12.6 µM | 360,000 compounds, 1.2% hits | AID 652154;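 active means mean replicate inhibition at least 60% with every replicate also reaching 60%; inconclusive means only one of the two criteria is met; inactive means mean below 60% and not all replicates reaching 60%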;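 further: luciferase light reporting Pax8 driven TPO promoter activity; plate controls were median of neutral control wells for no effect and mitoxantrone controls for full effect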
FN deposit inh = fibronectin deposition inhibition; inhibition, % at 12.6 µM; AH1F fibroblasts, Alexa488-fibronectin deposition fluorescence, overnight; 350,000 compounds, 0.086% hits;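 active means mean inhibition across replicates of 30% or more, regardless of how many single replicates reach that level; inconclusive means mean under 30% yet at least half of replicates reach 30%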;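 further: positive control wells lacked labelled fibronectin entirely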
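Test system: AH1F fibroblast monolayer depositing Alexa488-labelled fibronectin into matrix. Input: 10000 cells per well. Technique: fluorescence, ex 485 nm, em 525 nm. Buffer or medium: DMEM plus 2% serum, read in PBS. Timing: 1 h cell adhesion before compound, then overnight fibronectin incubation. Compound: single dose, pinned. Read-out basis: inhibition from reduced deposited-fibronectin fluorescence.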
EWS-Fli inh = blocks EWS/Fli oncoprotein-driven transcription; A673 NR0B1-luciferase reporter, viability-normalised; inhibition, % at 12.6 µM; 350,000 compounds, 0.67% hits; AID 651661;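 active means mean inhibition of at least 50% after viability correction, with every replicate also passing that limit; inconclusive means mean reaches 50% but only one of two replicates passes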;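 further: firefly luciferase signal divided by Alamar Blue viability fluorescence both relative to DMSO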
Cneo AK release = Cryptococcus neoformans lysis via adenylate kinase release; lysis activity, % at 15 µM; C. neoformans lysis, adenylate kinase release luminescence, 4 h; normalised: neutral wells 0, clomiphene wells 100; 360,000 compounds, 0.2% hits;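 active means mean lysis activity across replicates of at least 80%, whatever share of replicates individually reach that level; inactive means mean lysis activity below 80%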
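Material – Cryptococcus neoformans yeast cells · Quantity – 5 × 10^6 yeast cells/mL · Buffer or medium – YPD medium · Compound – single dose · Timing – 4 h static compound exposure, 37 °C, read 1 h post-reagent · Signal – adenylate kinase release luminescence · Read-out basis – lysis from increased AK signal · Benchmarks – Clomiphene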
miR122 inh = blocks miR-122 activity in Huh7 sensor cells | AID 602342 | 340,000 compounds, 0.3% hits | Huh7 miR-122 Renilla luciferase sensor, 48 h; neutral wells = 0, positive control = 100 | activation (reporter increase), % at 12.5 µM;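 active means mean replicate activation score at least 90 and every replicate individually at or above 90; inconclusive means only one of the two criteria met; inactive means neither criterion met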;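 further: higher luciferase means less miR-122 activity so hits act as miR-122 inhibitors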
PGC1a acetyl inh = lowers PGC1a acetylation signal in U2OS cells; AlphaScreen anti-acetyl-lysine; with virally co-expressed GCN5 acetyltransferase; inhibition, % at 15.6 µM; 350,000 compounds, 0.17% hits;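 active means every replicate shows inhibition of at least 40%; inconclusive means mean inhibition at least 40% but some replicate below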;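 further: 0% = neutral control wells and 100% = positive control wells; some results beyond the cut were filed as inactive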
Starred values were filed as active, the others as inactive; ? = inconclusive; . = not tested or not shown; [ ] = another dose, or the depositor's remark.

cpd | SMILES | CASP6 VEID inh | EWS-Fli inh | FN deposit inh | PAX8 reporter
1 | C[C@@H]1CCCCO[C@H](CN(C)C(=O)C2CCCCC2)[C@@H](C)CN([C@H](C)CO)C(=O)c2cc(NS(=O)(=O)c3ccc(F)cc3)ccc2O1 | -5 | -4 | 0 | -10
2 | O=C(NC1CCS(=O)(=O)C1)c1ccc(S(=O)(=O)N2CCCC2)cc1 (configuration not stated) | -1 | . | . | 6
3 | S=c1[nH]nc(C2CCCCC2)n1/N=C/c1cccc(Br)c1 | -3 | 24 | 2 | -7
4 | Nc1ncnc(Nc2cc(Cl)cc(Cl)c2)c1[N+](=O)[O-] | -1 | -10 | 2 | 8
5 | CCS(=O)(=O)c1nc2ccccc2n1CC(=O)N1CCOCC1 | . | . | . | .
6 | Cn1c(C(=O)N(Cc2ccccc2)Cc2ccccn2)cc2sccc21 | . | . | -2 | .
7 | O=C(O)CCN1C(=O)c2ccc(NC(=O)CCc3ccccc3)cc2C1=O | 2 | -7 | 5 | 12
8 | COc1ccc(CN(C)CC(=O)N2CCc3ccccc3C2)cc1 | -7 | -2 | 1 | -6
9 | O=C(Nc1ccc2c(c1)[C@H]1C[C@H](CC(=O)N3CCOCC3)O[C@@H](CO)[C@H]1O2)C1CCOCC1 | -2 | 3 | 5 | -6
10 | Nc1ccc(S(=O)(=O)N2CCCC2)cc1Cl | -5 | 5 | -10 | 12
11 | COC(=O)CSc1nc(-c2ccccc2)nc2ccccc12 | 1 | 7 | 9 | -3
12 | Cc1cccc(NC(=S)NC(=O)c2ccco2)c1C | -1 | . | . | -36
13 | CN1CCN(CCNC(=O)c2ccc(CS(=O)c3ccc(Br)cc3)o2)CC1 (configuration not stated) | -40 | -8 | 6 | -11
14 | C[C@@H]1CN([C@@H](C)CO)C(=O)Cc2cc(NC(=O)C3CC3)ccc2O[C@H]1CN(C)C(=O)Nc1ccc2c(c1)OCO2 | 1 | -10 | . | -6
15 | CNC[C@H]1Oc2ccc(NC(=O)Cn3cnnn3)cc2CC(=O)N([C@@H](C)CO)C[C@H]1C | -3 | -4 | . | 8

cpd | Cneo AK release | LGR2 antag | PGC1a acetyl inh | miR122 inh
1 | 51 | 8 | 5 | 5[16.7 µM]
2 | -3 | 8 | 0 | -2
3 | 3 | 6 | 0 | 0
4 | . | -13 | . | .
5 | 2 | -18 | -6 | -10
6 | 1 | 4 | -8 | 21
7 | 1 | 3 | . | .
8 | -4 | 5 | -4 | -6
9 | -2 | 3 | 0 | 3[16.7 µM]
10 | . | -7 | 2 | .
11 | . | -16 | . | .
12 | 2 | -7 | . | .
13 | -2 | 6 | 3 | 6
14 | 1 | -3 | 2 | 0[16.7 µM]
15 | -1 | -14 | 0 | -10[16.7 µM]

Carrying on:
cpd | SMILES | CASP6 VEID inh | EWS-Fli inh | FN deposit inh | PAX8 reporter
16 | Cc1cc(CNC(=O)CC2C(=O)NCCN2Cc2ccc(-c3ccccc3)cc2)nn1C (configuration not stated) | -2 | 5 | -12 | 13
17 | Cn1c(NCCN2CCCC2)nc2cc(-c3cccc(C(F)(F)F)c3)sc2c1=O | -38 | . | . | .
18 | CCOC(=O)/C(CCC[N+](C)(CC)CC)=N\O | -13 | 22 | 2 | 20
19 | CC(C)NS(=O)(=O)c1ccc(NC(=O)NC2CCCCC2)cc1 | 1 | -9 | 3 | -9
20 | CO[C@H]1CN(C)C(=O)c2cc(NC(C)=O)ccc2OC[C@@H](C)N(CCc2ccccc2)C[C@@H]1C | -2 | -1 | -2 | .
21 | N#CC(c1ccccc1O)N1N=C(c2ccccc2)CC1c1ccccc1 (configuration not stated) | -3 | -45 | 8 | -90
22 | CCOC(=O)C1=C(C)N(CC)C(=S)NC1c1ccc(Cl)cc1 (configuration not stated) | 1 | 6 | -10 | 12
23 | O=C(CN1C(=O)NC2(CCCC2)C1=O)N1CCN(S(=O)(=O)c2ccccc2F)CC1 | 1 | -4 | 8 | -3
24 | CNC[C@@H]1Oc2ccc(NC(=O)Nc3ccc(OC)cc3)cc2CC(=O)N([C@@H](C)CO)C[C@@H]1C | 1 | -9 | . | -9
25 | COc1ccc(-c2cc(NC(C)=O)c3ncc(-c4ccc(OC)c(OC)c4)n3c2)c(OC)c1 | 13 | 1 | 8 | 5
26 | Cn1c(=O)[nH]c(=O)c2c1nc(Br)n2C/C=N/NC(N)=S | -2 | -6 | -5 | 2
27 | CC1(C)CNc2cc(N)ccc2S1 | 4 | -22 | -5 | 19
28 | Cc1ccccc1-n1nnnc1SCC(N)=O | . | . | . | .
29 | c1cn2cc(-c3ccc(CN4CCOCC4)cc3)ccc2n1 | -7 | -10 | 7 | -39
30 | Cc1noc(C)c1COc1ccc(C(=O)N2CCCC(C(N)=O)C2)cc1 (configuration not stated) | -3 | 2 | 1 | -6

cpd | Cneo AK release | LGR2 antag | PGC1a acetyl inh | miR122 inh
16 | 3 | -8 | 4 | -3
17 | 2 | 16 | . | -6
18 | . | . | . | .
19 | 0 | 19 | 5 | 12
20 | -5 | -6 | 0 | 4[16.7 µM]
21 | -1 | -107 | -6 | 5
22 | 14 | -9 | . | -6
23 | 0 | -2 | 5 | -7
24 | 10 | -11 | 3 | 1[16.7 µM]
25 | -1 | -34 | -20 | -7
26 | . | -5 | . | .
27 | . | -15 | . | .
28 | 0 | -5 | 2 | -2
29 | -1 | -5 | . | -2
30 | 3 | -4 | . | .

(cont.)
cpd | SMILES | CASP6 VEID inh | EWS-Fli inh | FN deposit inh | PAX8 reporter
31 | CC(C)Oc1ccc2nnnn2n1 | -1 | . | . | .
32 | Cc1ccc(C(=O)NC(=S)NCC2CCCO2)cc1[N+](=O)[O-] (configuration not stated) | 3 | 0 | 4 | -9
33 | Cc1ccc(NC(=O)Cc2nnc(SCC(=O)Nc3nncs3)n2C)cc1 | -2 | 1 | 5 | 3
34 | CCCCN1C(=O)C(CC(=O)NCc2ccco2)CC(C(=O)N2CCOCC2)=C1C (configuration not stated) | -1 | -5 | -3 | -21
35 | CC(C)=CC(=O)Nc1nnc(-c2cccnc2)s1 | . | . | -3 | -9
36 | CCOc1cc(/C=C2\SC(N3CCCC(C)C3)=NC2=O)ccc1O (configuration not stated) | 8 | 9 | 22 | -18
37 | C[C@@H]1CN([C@H](C)CO)C(=O)c2cc(NC(=O)Nc3ccc(F)cc3)ccc2O[C@@H](C)CCCCO[C@H]1CN(C)S(=O)(=O)c1cn(C)cn1 | -1 | -2 | -15 | 8
38 | Cc1sc2ncnc(N=Nc3c(O)[nH]c4ccccc34)c2c1C | . | . | 1 | 49
39 | CC(C)(C)C(C(=O)NC1CCCC1)N1CCN(c2ncccc2C#N)CC1 (configuration not stated) | -2 | -13 | . | -4
40 | COc1ccc(S(=O)(=O)Nc2ccc3c(c2)C(=O)N(C)C[C@@H](OC)[C@H](C)CN(Cc2cc(F)ccc2F)[C@H](C)CO3)cc1 | 0 | 5 | -12 | .
41 | CC=Cc1ccc2n(c1=O)C[C@@H]1[C@@H](CO)[C@H](C(=O)NCC)N(Cc3cocn3)[C@H]21 (mixture of isomers) | 0 | -1 | . | .
42 | CCOc1ccccc1NC(=O)Cn1c(-c2ccc(Cl)cc2)noc1=O | 0 | 1 | 9 | 7
43 | CC(C)Oc1ccc(S(=O)(=O)N2CCOCC2)cc1NC(=O)C1CCC1 | 1 | 10 | 0 | -10
44 | CCN(CC)c1ccc(/C=N/NC(=O)c2nnn(-c3nonc3N)c2-c2ccc(C)cc2)cc1 | -4 | 7 | 10 | -8
45 | O=C(NCCSCc1ccc(Cl)cc1)c1cccs1 | 4 | 3 | -2 | -11

cpd | Cneo AK release | LGR2 antag | PGC1a acetyl inh | miR122 inh
31 | 0 | 5 | ? | -4
32 | . | 24 | 1 | .
33 | -2 | -7 | . | .
34 | . | -2 | 7 | -1
35 | 2 | . | 11 | 4
36 | 10 | -15 | . | .
37 | 12 | 4 | -10 | -5[16.7 µM]
38 | -2 | -33 | -6 | -5
39 | . | -13 | . | .
40 | -1 | 9 | 7 | .
41 | 0 | -15 | . | -8[16.7 µM]
42 | -3 | 7 | -7 | .
43 | . | 2 | . | .
44 | -5 | 1 | . | .
45 | . | 0 | . | .

Further entries.
cpd | SMILES | CASP6 VEID inh | EWS-Fli inh | FN deposit inh | PAX8 reporter
46 | CCCN1C[C@@H](C)[C@H](OC)CN(C)C(=O)c2cc(NC(=O)C3CCOCC3)ccc2OC[C@@H]1C | 0 | -1 | 5 | .
47 | CC(C(=O)Nc1cccnc1)C1Sc2ccccc2NC1=O (configuration not stated) | -3 | -36 | 5 | 2
48 | CCNC(=O)C[C@@H]1CC[C@H](NC(=O)C2CCOCC2)[C@@H](CO)O1 | -2 | 0 | . | -9
49 | Cc1cccc(S(=O)(=O)NCCNS(=O)(=O)c2cccc(C)c2)c1 | 0 | -2 | 2 | -79
50 | C[C@H](CO)N1C[C@H](C)[C@@H](CN(C)Cc2ccc3c(c2)OCO3)Oc2ccc(NS(=O)(=O)c3ccc(F)cc3)cc2C1=O | -1 | -6 | -8 | -7
51 | Cc1cc(Br)ccc1SCC(=O)OCC(=O)NCc1ccco1 | 48* | 11 | 2 | 10
52 | CC1CCC(NC(=O)C2CC(=O)N(c3ccc(Cl)cc3)C2)CC1 (configuration not stated) | 0 | . | 5 | -4
53 | CN(C)CC#Cc1ccc([C@H]2[C@@H](CO)N3CCCCN(C(=O)C4CCCC4)C[C@H]23)cc1 | . | -10 | . | -6
54 | Cc1cc(C)cc(N(CCC#N)C(=O)CSC2=Nc3ccccc3C3CC=NN23)c1 (configuration not stated) | -2 | 16 | -10 | 35
55 | OCC(C#CCN1CCCCC1)NCc1ccccc1 (configuration not stated) | . | . | -4 | .
56 | O=C(CCc1nnc(COc2ccccc2)o1)NC1(c2ccccc2)CC1 | -2 | -3 | 14 | -34
57 | CCCOc1ccc(C(=O)c2ccccc2C(=O)OC2CCOC2=O)cc1OCCC (configuration not stated) | 0 | 6 | -2 | -1

cpd | Cneo AK release | LGR2 antag | PGC1a acetyl inh | miR122 inh
46 | -2 | -10 | 0 | 1[16.7 µM]
47 | 1 | . | 8 | 2
48 | 0 | 1 | -11 | .
49 | 5 | 3 | 14 | 81
50 | 1 | -18 | 1 | -1[16.7 µM]
51 | -3 | 10 | 14 | -5
52 | -2 | 6 | . | .
53 | -2 | . | -9 | -24[16.7 µM]
54 | . | 1 | -5 | .
55 | 0 | . | -24 | 4
56 | 1 | -3 | -3 | -1
57 | 0 | 3 | . | 9

In the list so far, these have a cyano group.
cpd | SMILES | CASP6 VEID inh | EWS-Fli inh | FN deposit inh | PAX8 reporter
21 | N#CC(c1ccccc1O)N1N=C(c2ccccc2)CC1c1ccccc1 (configuration not stated) | -3 | -45 | 8 | -90
39 | CC(C)(C)C(C(=O)NC1CCCC1)N1CCN(c2ncccc2C#N)CC1 (configuration not stated) | -2 | -13 | . | -4
54 | Cc1cc(C)cc(N(CCC#N)C(=O)CSC2=Nc3ccccc3C3CC=NN23)c1 (configuration not stated) | -2 | 16 | -10 | 35

cpd | Cneo AK release | LGR2 antag | PGC1a acetyl inh | miR122 inh
21 | -1 | -107 | -6 | 5
39 | . | -13 | . | .
54 | . | 1 | -5 | .
